TTR transcr act: increases transthyretin transcription. SH-SY5Y TTR promoter Gaussia luciferase, luminescence; 100% = recombinant luciferase protein wells. activation, % at 16.7 µM. 92,000 tested, 1.3% active;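 active = activation above the mean of all tested compounds plus 3 SD, cut at about 9.5% in these data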;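 note: cells exposed to compounds for one day before reading; 0% = median of all test compound wells on the plate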
* marks the source's active call; other numbers are inactive results.

| TTR transcr act | SMILES |
| --- | --- |
| -2.6 | CNC(=O)CCC(=O)Nc1ccc(C)cc1 |
| 3.3 | CCOC(=O)c1c(-c2ccccc2)oc2ccc(OCC(=O)NN)cc12 |
| 0.6 | CNc1nc(=O)n(C2CCCO2)cc1C (stereo unspecified) |
| 1.9 | O=C(CSc1c(F)c(F)cc(F)c1F)Nc1ccc(C2SCCS2)cc1 |
| 1.7 | CN(Cc1ccco1)C(=O)c1ccc(N2CCCC2=O)cc1 |
| 0.0 | Fc1ccc(-c2nc3cnccn3c2NC2CCCC2)cc1 |
| -1.3 | CNc1cccc2c1C(=O)c1ccccc1C2=O |
| -2.7 | C[C@@]12CCC=C[C@H]1[C@H](c1ccc3ccccc3c1)N(Cc1ccccc1)C2=O |
| -1.4 | Cc1cc(C)n2nc(C(=O)N/N=C/c3ccccc3C)nc2n1 |
| 0.5 | Cc1cc(Cl)ccc1OCC(=O)N1C(C)CCCC1C (stereo unspecified) |
| 1.1 | CN1CCCC(C)(C(=O)Nc2cccc(Oc3ccccc3)c2)C1 (stereo unspecified) |
| -4.0 | CC(C)C[C@@]12C(=O)N(c3cccc(Cl)c3)C(=O)N1[C@H](c1ccc(F)cc1)[C@@H]1C(=O)N(C3CCCCC3)C(=O)[C@@H]12 |
| -1.3 | CCOc1ccc(OCC)c(NC(=O)CSc2nc3c(c(=O)n(C)c(=O)n3C)n2C(C)C)c1 |
| -2.2 | O=C(NCC(=O)N1CCN(S(=O)(=O)c2ccccc2F)CC1)c1ccc2ccccc2c1 |
| 0.2 | COc1ccccc1/C=N/n1c(N)c(S(=O)(=O)c2cccs2)c2nc3ccccc3nc21 |
| -2.8 | c1ccc(-c2nnc(-c3ccccn3)nc2NC2CCCCC2)cc1 |
| 8.1 | O=C(Nc1cccc(OC(=O)c2ccco2)c1)c1ccco1 |
| -4.1 | Cc1cccc(-n2c(CCCN3C(=O)c4ccccc4C3=O)nc3ccccc3c2=O)n1 |
| -1.4 | O=C(O)c1nn2c(C(F)(F)F)cc(-c3cccs3)nc2c1Cl |
| -0.2 | CC(C)[C@H](NC(=O)c1cccc(S(=O)(=O)N2CCOCC2)c1)C(=O)Nc1nccs1 |
| 1.7 | Nc1[nH]ncc1-c1ccc(Cl)cc1 |
| 1.3 | Cc1ccc(S(=O)(=O)N2CCCCC2)cc1NC(=O)c1cc(F)c(F)c(F)c1F |
| -0.8 | CC(C)N(C(=O)[C@H]1C[C@H](CC(=O)NCCN2CCOCC2)C(=O)N2CCc3c([nH]c4cc(CCC(=O)N(C)C)ccc34)[C@]12C)C(C)C |
| -2.2 | COc1ccc(C(=O)N(C)Cc2cnn(Cc3ccccc3)c2)cc1S(=O)(=O)N1CCOCC1 |
| 4.0 | COCCNC(=S)NCc1ccc2[nH]c3c(c2c1)CCCC3 |
| 0.6 | CC(C)NC(=O)CSc1nc2sccc2c(=O)n1-c1ccccc1 |
| -1.4 | Cn1nccc1NC(=O)COCC(=O)O |
| -1.1 | CC1=C(C(=O)N(C(C)C)C(C)C)CC(CC(=O)NC2CC2)C(=O)N1Cc1ccccc1 (stereo unspecified) |
| -0.2 | CCn1nc([N+](=O)[O-])c(C(C#N)c2nc3ccccc3n2C)c(Cl)c1=O (stereo unspecified) |
| -0.4 | Cc1ccc(C)c(NC(=O)CN(C)C(=O)COc2ncnc3sccc23)c1 |
| 0.2 | COc1ccc(C(=O)NCc2ccc(-n3cccc3)cc2)cc1OC |
| 0.3 | COC(=O)C1=C(Nc2ccccc2NS(=O)(=O)c2ccc(C(F)(F)F)cc2Cl)CSC1 |
| -1.7 | [N-]=[N+]=CC(=O)C(O)(c1ccccc1)C(Cl)c1ccccc1 (stereo unspecified) |
| -3.2 | O=C(COc1cccc(Br)c1)Nc1ccc(Cl)c(S(=O)(=O)N2CCOCC2)c1 |
| -1.6 | C/C(=N/NC(=O)CNC(=O)c1ccccn1)c1ccccc1 |
| -1.2 | O=C(c1ccco1)N1CCN(c2ncnc3scc(-c4ccc(F)cc4)c23)CC1 |
| 4.2 | Cc1cc(SCC(=O)NCC2CCCO2)nc2ccccc12 (stereo unspecified) |
| -1.0 | CCN(CC)C(=O)Cn1c2ccccc2c2nc3n(c(=O)c21)CCS3 |
| 0.4 | Cc1cc2nc(C3CCCCC3)c(CC(C)(C)C)n2c(C)c1Br |
| 0.0 | CN1CCN(C(=S)NC(=O)/C=C/c2cccs2)CC1 |
| 1.0 | COc1cc(NC(=O)c2ccco2)c(C(=O)O)cc1OC |
| 5.0 | O=C(CSc1ncnc2sc3c(c12)CCC3)N1CCOCC1 |
| 2.5 | O=C(/C=C/c1ccc([N+](=O)[O-])cc1)NCc1cccnc1 |
| -0.5 | COc1ccc(CN2CCN(c3ccccc3OC)CC2)c(OC)c1 |
| -1.9 | Cc1ccc(-n2ncc3c(NCc4ccco4)ncnc32)c(C)c1 |
| -2.7 | c1ccc(-c2cn3c(n2)CCc2ccc4cccnc4c2-3)cc1 |
| 0.2 | Nc1nc2ccc(Cl)cc2cc1C(=O)NCc1ccccc1Br |
| 1.3 | c1ccc2nc3c(nc2c1)CCCC3 |
| -1.4 | COc1ccccc1CN(C)C(=O)CSCC(=O)Nc1ccccc1F |
| 2.3 | O=C(NN(Cc1ccccc1)Cc1ccccc1)c1ccccc1 |
| 0.4 | O=C(CSc1nnnn1-c1ccccc1F)NNC(=O)c1ccco1 |
| -0.9 | CCC(C)(C)C1CCC2(CC1)NC(=O)N(CC(=O)N1CCN(c3ccccc3OC)CC1)C2=O (stereo unspecified) |
| -1.9 | N/C(=N\OC(=O)c1ccc(Cl)c([N+](=O)[O-])c1)c1ccccn1 |
| 1.6 | O=C1OCCC1Sc1nnc(-c2ccc3c(c2)OCO3)o1 (stereo unspecified) |
| 0.1 | COc1ccc(C(CC(=O)O)NC(=O)c2ccccc2[N+](=O)[O-])cc1 (stereo unspecified) |
| 0.6 | COc1cc(C(=O)Nc2c(C)cc(C)cc2C)c(-n2cnnn2)cc1OC |
| -1.6 | CN1CCN(CCCNC(=O)c2ccc(/C=C3/Sc4ccccc4N(Cc4cccc(Cl)c4)C3=O)cc2)CC1 |
| -3.3 | CN(C)S(=O)(=O)N1CCC(Oc2cccc(C(=O)NC3CCCCC3)c2)CC1 |
| 1.9 | Cc1ccc(C(=O)COC(=O)CNC(=O)CNC(=O)c2ccc(C)cc2)cc1 |
| -4.4 | Oc1ccc(Cl)cc1-c1cc(-c2ccco2)[nH]n1 |

Fetched by structure from the entries so far:
| TTR transcr act | SMILES |
| --- | --- |
| 0.6 | COc1cc(C(=O)Nc2c(C)cc(C)cc2C)c(-n2cnnn2)cc1OC |
| -3.3 | CN(C)S(=O)(=O)N1CCC(Oc2cccc(C(=O)NC3CCCCC3)c2)CC1 |
| 0.2 | Nc1nc2ccc(Cl)cc2cc1C(=O)NCc1ccccc1Br |
| -1.4 | COc1ccccc1CN(C)C(=O)CSCC(=O)Nc1ccccc1F |
| -0.5 | COc1ccc(CN2CCN(c3ccccc3OC)CC2)c(OC)c1 |

Next part:
| TTR transcr act | SMILES |
| --- | --- |
| -0.8 | CC1c2ccccc2-c2ccccc2N1C (stereo unspecified) |
| -1.6 | CCC(=O)NC(=S)Nc1cccc(NC(=O)c2ccccc2Cl)c1 |
| -0.6 | CCc1nnc(NC(=O)CSc2nnc(COc3ccccc3C)o2)s1 |
| -1.1 | Cn1ncc([N+](=O)[O-])c1C(=O)Nc1ccc(C2CCCCC2)cc1 |
| 1.5 | O=C1CNC(=O)/C1=C/c1ccccc1 |
| 0.9 | CS(=O)(=O)Nc1cccc(C2=NN(S(=O)(=O)c3ccc(F)cc3)C(c3cccs3)C2)c1 (stereo unspecified) |
| -0.5 | CC(C)Nc1nnc(SC(C)C(=O)N(C)C2CCCCC2)s1 (stereo unspecified) |
| 0.2 | CCN(CC)CCNC(=O)Cc1nn(Cc2ccccc2)c(=O)c2ccccc12 |
| -0.1 | CCOc1ccc(C2=Nn3c(nnc3-c3cccnc3)SC2)cc1 |
| -0.2 | CC(C)CC(NC(=O)C1CCC(=O)N1C(=O)OCc1ccccc1)C(=O)NC(Cc1ccccc1)C(N)=O (stereo unspecified) |
| -1.3 | O=C(Nc1c(Cl)ccc2nsnc12)c1ccc(Br)o1 |
| -0.3 | CCOc1ccccc1N1C(=O)CC(Sc2nccc(C)n2)C1=O (stereo unspecified) |
| -1.2 | Cc1cc(C)c(S(=O)(=O)N2CCc3ccccc32)c(C)c1 |
| 0.0 | CC(C)NS(=O)(=O)c1ccc(CCC(=O)Nc2ccc3c(c2)OCO3)cc1 |
| 1.0 | CCOc1ccccc1N1CCN(Cc2ccc(OC)c(OC)c2)CC1 |
| 0.8 | CC(C)CN(C(=O)COC(=O)c1ccc2c(c1)NC(=O)CS2)C1CCS(=O)(=O)C1 (stereo unspecified) |
| -0.7 | O=C(N/N=C/c1ccccc1[N+](=O)[O-])c1cnccn1 |
| -2.8 | Cc1cc(C)n(CCOC(=O)c2sc3ccccc3c2Cl)n1 |
| 5.3 | Cc1cc(C)c2nc(Cl)c(C3NC(=O)c4ccccc4N3)cc2c1 (stereo unspecified) |
| 0.1 | COc1cc(OC)c(NC(=S)NCc2ccc(F)cc2)cc1Cl |
| 3.1 | CCCCCCN1CC(O)=C(c2nc3ccccc3[nH]2)C1=N |
| -0.9 | Cc1ccc2nc(NC(=O)COC(=O)CSc3nc(C)cc(C)n3)sc2c1 |
| -0.8 | CCOc1cc(/C=N/NC(=O)c2cccs2)cc([N+](=O)[O-])c1O |
| 0.3 | C[C@H](NC(=O)c1nc[nH]c1C(=O)N1CCN(c2ccccc2)CC1)C(=O)OC(C)(C)C |
| 0.8 | COc1ccc2sc(C)cc(=O)c2c1 |
| -0.4 | O=C(c1cc(C2CC2)on1)N(C1CCCCC1)C1CCCCC1 |
| -0.6 | CCCc1cc(=O)oc2c3c(cc(OCC(=O)N4CCC(C(=O)O)CC4)c12)OC(C)(C)CC3 |
| 0.2 | CC(C)C(=O)NC(=S)Nc1ccc(CN2CCOCC2)cc1 |
| -2.5 | COc1ccc(C(=O)N/N=C/C2CC=CCC2)cc1OC (stereo unspecified) |
| -3.0 | Cn1c(=O)n(Cc2ccccc2)c(=O)c2c1nc1n2CCCN1Cc1ccccc1 |
| 1.9 | O=C(CCNS(=O)(=O)c1ccccc1C(F)(F)F)NCC(c1ccco1)N1CCCCC1 (stereo unspecified) |
| -0.6 | Cn1nc(C(C)(C)C)cc1NC(=O)Nc1cc(Cl)cc(Cl)c1 |
| -0.1 | C=CCN(CC(=O)Nc1cccnc1)S(=O)(=O)c1ccc(Cl)cc1 |
| 1.4 | COC(=O)c1ccc(CSc2ccccc2NC(=S)Nc2cccc(C(F)(F)F)c2)o1 |
| 3.3 | COC(=O)C1=C(C)N(C)C(=S)NC1c1ccccc1 (stereo unspecified) |
| 1.6 | COc1ccc(/C=N/NC(=O)Cc2cc(OC)c(OC)cc2[N+](=O)[O-])cc1 |
| -0.5 | Cc1cccc(N2CCN(C(=O)C(C)C)CC2)c1C |
| 0.4 | CC(Oc1ccc2c(-c3ccccc3)cc(=O)oc2c1)C(=O)N[C@H](Cc1c[nH]c2ccccc12)C(=O)O (stereo partly specified) |
| -0.3 | Cc1[nH]c(=O)c(C#N)c2c1CSC(C)(C)C2 |
| 7.2 | Cc1ccc(Oc2nc3ccccc3n3cccc23)cc1 |

Arranged by SMILES length (descending): some entries from above
| TTR transcr act | SMILES |
| --- | --- |
| 1.9 | O=C(CCNS(=O)(=O)c1ccccc1C(F)(F)F)NCC(c1ccco1)N1CCCCC1 (stereo unspecified) |
| -3.0 | Cn1c(=O)n(Cc2ccccc2)c(=O)c2c1nc1n2CCCN1Cc1ccccc1 |
| -0.1 | C=CCN(CC(=O)Nc1cccnc1)S(=O)(=O)c1ccc(Cl)cc1 |
| 0.2 | CC(C)C(=O)NC(=S)Nc1ccc(CN2CCOCC2)cc1 |
| -2.5 | COc1ccc(C(=O)N/N=C/C2CC=CCC2)cc1OC (stereo unspecified) |

More records.
| TTR transcr act | SMILES |
| --- | --- |
| -1.0 | COCCNC(=O)c1ccccc1NC(=O)c1ccccc1SC |
| 0.2 | COC(=O)C(NS(=O)(=O)c1ccc(C)cc1)c1ccccc1 (stereo unspecified) |
| -2.8 | Cc1ccc(-c2csc(=Nc3cccnc3)n2CCCn2ccnc2)cc1C |
| -1.9 | CCn1c(NN)nc2sc3c(c2c1=O)CCC3 |
| -0.5 | COc1ccc(C)cc1S(=O)(=O)N1CCCC(N2CCOCC2)C1 (stereo unspecified) |
| 0.9 | CC1CC(CC(C)C(=O)Nc2nncs2)C(=O)O1 (stereo unspecified) |
| 0.0 | CCCn1c(SCC(=O)Nc2ccccc2Cl)n[nH]c1=O |
| 0.4 | Cc1cccc(-c2nsc(SCC(=O)Nc3cc(C)on3)n2)c1 |
| -0.8 | NS(=O)(=O)c1ccc(Nc2nc(-c3ccc(O)cc3)cs2)cc1 |
| -0.8 | CN1CCN(CCCOc2ccc(-c3ccccc3)cc2)CC1 |
| -2.2 | CCc1ccc(-n2c(C)cc(/C=N/NC(=O)c3ccncc3)c2C)cc1 |
| 3.1 | CCCn1c2c(c(=N)c3c1CCC3)CCC2 |
| -2.0 | Cc1ccc2c(N)[nH]nc2n1 |
| -1.3 | COc1ccc(-c2c(C(F)(F)F)nn(C)c2NC(C)=O)cc1 |
| 2.4 | Cc1cc(OCC(=O)OCC(=O)N(C)Cc2ccccc2C)ccc1Cl |
| -1.8 | CCC[C@H]1CC(=O)C=C(c2ccsc2)ON1C(=O)OC(C)(C)C |
| -1.7 | C/C(=N/NC(=O)c1ccc(-c2ccccc2)cc1)c1cc(O)cc(O)c1 |
| 2.2 | COc1nc(NS(=O)(=O)c2ccc(C)cc2)nc(C)c1Cl |
| -1.0 | O=C(Nc1ccccc1)N(C1=NCCC1)c1ccccc1 |
| 1.4 | O=C(OCc1ccccc1)N1CCC2CC1c1cc(NCCc3ccccc3)ccc12 (stereo unspecified) |
| 0.5 | O=C(CSc1ncn(-c2ccccc2)n1)Nc1nccs1 |
| 2.3 | CCOC(=O)c1c(NC(=O)c2cccs2)sc2c1CCC2 |
| -1.6 | Cc1ccccc1OCCCN1C(=O)C(=O)c2cccc(C)c21 |
| 2.8 | COc1ccc(C(=O)NC(=S)Nc2ccc3oc(=O)ccc3c2)cc1[N+](=O)[O-] |
| 0.0 | COC(=O)C[C@@H]1CC[C@H](NC(=O)Nc2cccc(F)c2)[C@@H](CO)O1 |
| -2.2 | Cc1cccc(C)c1NC(=O)C(c1ccccc1)n1c(=O)c(-c2ccccc2)nc2ccccc21 (stereo unspecified) |
| 2.5 | O=C(NCc1ccc(F)cc1)C1CCCN1C(=O)NCc1ccccc1 (stereo unspecified) |

This is a subset (hit frequency here may not be typical).
